Bioassay records (PubChem)
SV40 large T antigen = SV40 large T antigen inhibitors, biochemical (AID 1903). inhibition, % at 20 µM; hits with a dose series show IC50 in µM. SV40 large T antigen ATPase/helicase inhibition assay; higher % means a stronger effect. actives 0.39% (n = 310,000); in the data active means a potency from the dose series; further: strong numbers were not always called active
GPR55 activation = GPR55 agonists via beta-arrestin recruitment, primary screen, imaging, U2OS cells, beta-arrestin-GFP redistribution (AID 1961); U2OS GPR55 beta-arrestin-GFP redistribution imaging; higher % means a stronger effect; actives 0.048% (n = 290,000); G-protein coupled receptor 55 (Homo sapiens); activation, % at 10 µM, or EC50 in µM where a hit was titrated;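 active means activation above 40% with more than 50 cells counted in the well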;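 further: U2OS osteosarcoma cells stably expressing GPR55 and beta-arrestin-GFP; plate controls were DMSO negative control for no effect and LPI positive control for full effect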
KOR beta-arrestin-1 = KOR antagonists, beta-arrestin recruitment, cell-based, luminescence, uHTS (AID 1778); Kappa-type opioid receptor (Homo sapiens); KOR beta-arrestin recruitment, luminescence, antagonist mode; higher % means a stronger effect; one-dose inhibition, % at 10 µM; IC50 in µM for titrated hits; actives 0.091% (n = 290,000); further: strong numbers were not always called active
HIV peptide binding = inhibitors of HIV fusion peptide binding, primary screen, biochemical, uHTS, fluorescence dequenching (AID 1986); one-dose inhibition, % at 20 µM; IC50 in µM for titrated hits; cell-free peptide binding, fluorescence dequenching, 30 min; higher % means a stronger effect; actives 0.3% (n = 290,000); in the data active means inhibition mostly above about 52%, no sharp cut-off; inactive means mostly below about 76%; further: some results filed as inactive read as strong as hits
NOD2 inhibition = NOD2 signaling inhibitors, cell-based, luminescence, uHTS, HEK293 (AID 1566); inhibition, % at 4 µM; hits with a dose series show EC50 in µM; actives 0.63% (n = 290,000); HEK293 NOD2/NF-kB luciferase reporter, luminescence; higher % means a stronger effect; further: many of its hits are not listed in these tables
KOR beta-arrestin-2 = KOR agonists, beta-arrestin recruitment, primary screen, cell-based, luminescence, uHTS (AID 1777). Kappa-type opioid receptor (Homo sapiens). KOR beta-arrestin recruitment, luminescence; higher % means a stronger effect. activation, % at 10 µM, or EC50 in µM where a hit was titrated. actives 0.02% (n = 280,000); in the data active means activation above about 50%, passing the limit was not always enough; further: a part of the inactive calls stands beside numbers as strong as those of hits
GPR55 LPI antagonism = GPR55 antagonists blocking LPI-driven arrestin recruitment, primary screen, imaging, U2OS, beta-arrestin-GFP, LPI agonist (AID 2013); actives 0.13% (n = 290,000); one-dose inhibition, % at 10 µM; IC50 in µM for titrated hits; U2OS GPR55 beta-arrestin-GFP translocation imaging, LPI antagonism; higher % means a stronger effect; G-protein coupled receptor 55 (Homo sapiens);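 active means spots per cell inhibited over 60%, with over 100 cells counted and total cytoplasm intensity under 500,000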;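 further: U2OS cells stably carrying GPR55 and arrestin-GFP stimulated by 5 µM LPI near EC80; imaged beta-arrestin-GFP aggregate spots per cell after agonist stimulation; plate controls were LPI-stimulated DMSO wells for no effect and DMSO wells without LPI for full effect; some results filed as inactive read as strong as hits; confirmed hits need IC50 under 10 µM and bright autofluorescent wells are also inconclusive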
NOD1 NF-kB reporter = NOD1 signaling inhibitors, primary screen, cell-based, luminescence, uHTS (AID 1578); NOD1-driven NF-kB luciferase reporter cells, luminescence; higher % means a stronger effect; inhibition, % at 4 µM; hits with a dose series show EC50 in µM; actives 1% (n = 290,000); in the data active means inhibition mostly above about 36%, no sharp cut-off; inactive means mostly below about 34%;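 further: HEK-293T reporter cells stimulated with the NOD1 agonist gamma-tri-DAP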
MgcRacGAP inhibition = MgcRacGAP GTPase-activating activity inhibitors, confirmation, biochemical, ADP Hunter fluorescence | actives 0.6% (n = 340,000) | Rac GTPase-activating protein 1 (Homo sapiens) | MgcRacGAP-stimulated Rac1 GTP hydrolysis, ADP Hunter fluorescence; higher % means a stronger effect; GST-tagged Rac1 F28L mutant substrate | inhibition, % at 30 µM, or IC50 in µM where a hit was titrated;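 active means first-screen hits whose inhibition reached a set limit at any dose in the follow-up dose series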;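 further: fluorescence reports GDP produced by GAP-driven GTP hydrolysis; strong numbers were not always called active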
* = called active by the depositor; [ ] = remark or other dose. Unless noted, no stated cut-off is given here; in the data, active means inhibition above about 50%; inactive means the rest. These rows are one share of the data (hit frequency here may not be typical).

How did CN(C)c1nc(Nc2ccc(F)cc2)nc(Oc2ccc(F)cc2)n1 do in these assays?
SV40 large T antigen: 22%; GPR55 activation: -0.1%; KOR beta-arrestin-1: 10%; HIV peptide binding: 1.3%; NOD2 inhibition: -4%; KOR beta-arrestin-2: -2.7%; GPR55 LPI antagonism: -5%; NOD1 NF-kB reporter: -34%; MgcRacGAP inhibition: 14%

What do the screens show for `COc1cc(S(=O)(=O)Nc2cccc(C(=O)O)c2)c(OC)cc1Cl`?
SV40 large T antigen: 16%; GPR55 activation: -0.1%; KOR beta-arrestin-1: 10%; HIV peptide binding: -0.4%; NOD2 inhibition: -8%; KOR beta-arrestin-2: 2.5%; GPR55 LPI antagonism: 0%; NOD1 NF-kB reporter: -21%; MgcRacGAP inhibition: -3%

How did CCN(CC)CCN(C(=O)c1ccc2c(c1)CCCC2)c1nc2ccc(OC)cc2s1 do in these assays?
SV40 large T antigen: -2%; GPR55 activation: -0.2%; KOR beta-arrestin-1: 29%; HIV peptide binding: -2.4%; NOD2 inhibition: 14%; KOR beta-arrestin-2: 0.3%; GPR55 LPI antagonism: 13%; NOD1 NF-kB reporter: 25%; MgcRacGAP inhibition: 1%

What do the screens show for `O=C(CCC(=O)c1ccccc1)Nc1cccnc1`?
SV40 large T antigen: 2%; GPR55 activation: 0.3%; KOR beta-arrestin-1: -1%; HIV peptide binding: -0.7%; NOD2 inhibition: 1%; KOR beta-arrestin-2: -4.2%; GPR55 LPI antagonism: -15%; NOD1 NF-kB reporter: -6%; MgcRacGAP inhibition: 8%

How did CCOC(=O)c1ccc(NC(=O)CSc2nc3sc(C(=O)O)c(C)c3c(=O)[nH]2)cc1 do in these assays?
SV40 large T antigen: -2%; GPR55 activation: 0.3%; KOR beta-arrestin-1: -7%; HIV peptide binding: 19%; NOD2 inhibition: 4%; KOR beta-arrestin-2: 0.3%; GPR55 LPI antagonism: 3%; NOD1 NF-kB reporter: -16%; MgcRacGAP inhibition: 0%

What do the screens show for `Cn1cnnc1SCC(=O)c1ccc2c(c1)OCCO2`?
SV40 large T antigen: 6%; GPR55 activation: 0.2%; KOR beta-arrestin-1: 6%; HIV peptide binding: 0.0%; NOD2 inhibition: 2%; KOR beta-arrestin-2: 4.3%; GPR55 LPI antagonism: 4%; NOD1 NF-kB reporter: -14%; MgcRacGAP inhibition: 6%

What do the screens show for `COC(=O)/C(=C/c1ccccc1)NC(=O)c1ccco1`?
SV40 large T antigen: 10%; GPR55 activation: -0.4%; HIV peptide binding: 0.4%; NOD2 inhibition: 11%; KOR beta-arrestin-2: -3.8%; GPR55 LPI antagonism: 5%; NOD1 NF-kB reporter: -11%; MgcRacGAP inhibition: 11%

Results for COc1cc(OC)cc(C(=O)N[C@H](C(=O)N2CCc3ccccc32)C(C)C)c1 ?
SV40 large T antigen: 4%; GPR55 activation: -0.3%; KOR beta-arrestin-1: -14%; HIV peptide binding: -1.2%; NOD2 inhibition: 13%; KOR beta-arrestin-2: -7.1%; GPR55 LPI antagonism: -10%; NOD1 NF-kB reporter: -3%; MgcRacGAP inhibition: -1%

What do the screens show for `Cc1c(Nc2cc(=O)oc3ccccc23)c(=O)n(-c2ccccc2)n1C`?
SV40 large T antigen: 4%; GPR55 activation: 0.4%; KOR beta-arrestin-1: 33%; HIV peptide binding: 2.0%; NOD2 inhibition: 0%; KOR beta-arrestin-2: -3.6%; GPR55 LPI antagonism: 13%; NOD1 NF-kB reporter: -6%; MgcRacGAP inhibition: -2%

How did CCOC(=O)NC(=O)/C(C#N)=N\Nc1cccc(OC)c1 do in these assays?
SV40 large T antigen: 9%; GPR55 activation: -0.3%; KOR beta-arrestin-1: 8%; HIV peptide binding: 0.4%; NOD2 inhibition: -10%; KOR beta-arrestin-2: -1.5%; GPR55 LPI antagonism: 5%; NOD1 NF-kB reporter: -43%; MgcRacGAP inhibition: 6%

Results for O=C(C(=O)N1CCN(c2ccc(F)cc2)CC1)c1cn(CC(=O)N2CCOCC2)c2ccccc12 ?
SV40 large T antigen: 7%; GPR55 activation: -0.2%; KOR beta-arrestin-1: 1%; HIV peptide binding: 1.3%; NOD2 inhibition: 28%; KOR beta-arrestin-2: -1.6%; GPR55 LPI antagonism: 15%; NOD1 NF-kB reporter: -13%; MgcRacGAP inhibition: 6%

How did COC(=O)c1cc(COC(=O)COc2ccc(C)c(C)c2)oc1C do in these assays?
SV40 large T antigen: 5%; GPR55 activation: 0.3%; KOR beta-arrestin-1: -55%; HIV peptide binding: -0.5%; NOD2 inhibition: -1%; KOR beta-arrestin-2: 3.1%; GPR55 LPI antagonism: -4%; NOD1 NF-kB reporter: -12%; MgcRacGAP inhibition: 1%

Results for O=C(NC1c2ccccc2-c2ccccc21)N1CCOCC1 ?
SV40 large T antigen: 8%; GPR55 activation: -0.2%; KOR beta-arrestin-1: -1%; HIV peptide binding: -1.9%; NOD2 inhibition: 19%; KOR beta-arrestin-2: 1.2%; GPR55 LPI antagonism: 15%; NOD1 NF-kB reporter: 15%; MgcRacGAP inhibition: 2%

What do the screens show for `CCN(CC)CCCNc1ccc(-c2nnc(-c3ccc(OCC(C)C)cc3)o2)cn1`?
SV40 large T antigen: 12%; GPR55 activation: -0.1%; KOR beta-arrestin-1: -27%; HIV peptide binding: -0.6%; NOD2 inhibition: 12%; KOR beta-arrestin-2: 1.2%; GPR55 LPI antagonism: 30%; NOD1 NF-kB reporter: 8%; MgcRacGAP inhibition: 0%

Results for CCCc1cc(=O)[nH]c(SCC(=O)Nc2nonc2N)n1 ?
SV40 large T antigen: 0%; GPR55 activation: -0.1%; KOR beta-arrestin-1: 11%; HIV peptide binding: -0.2%; NOD2 inhibition: -10%; KOR beta-arrestin-2: -1.7%; GPR55 LPI antagonism: 3%; NOD1 NF-kB reporter: -6%; MgcRacGAP inhibition: 10%

Results for O=C(Cn1c(-c2cscn2)nc2ccccc21)Nc1ccccc1F ?
SV40 large T antigen: 14%; GPR55 activation: -0.2%; HIV peptide binding: -1.4%; NOD2 inhibition: -4%; GPR55 LPI antagonism: -18%; NOD1 NF-kB reporter: 2%; MgcRacGAP inhibition: -2%

Results for CN(Cc1ccccc1F)c1nc(-c2cccnc2)nc2ccccc12 ?
SV40 large T antigen: 12%; GPR55 activation: -0.2%; KOR beta-arrestin-1: -28%; HIV peptide binding: -0.6%; NOD2 inhibition: -7%; KOR beta-arrestin-2: 1.6%; GPR55 LPI antagonism: 1%; NOD1 NF-kB reporter: 26%; MgcRacGAP inhibition: 6%

Results for CC(=O)CN1C(=O)NC(c2ccccc2)(c2ccccc2)C1=O ?
SV40 large T antigen: 7%; GPR55 activation: 0.0%; KOR beta-arrestin-1: 0%; HIV peptide binding: -1.2%; NOD2 inhibition: -9%; KOR beta-arrestin-2: 3.3%; GPR55 LPI antagonism: 3%; NOD1 NF-kB reporter: 1%; MgcRacGAP inhibition: 6%

Results for COc1cc2[nH]c(=O)n(C3CCCCC3)c(=O)c2cc1OC ?
SV40 large T antigen: 7%; GPR55 activation: 0.1%; KOR beta-arrestin-1: 2%; HIV peptide binding: 0.8%; NOD2 inhibition: 12%; KOR beta-arrestin-2: -2.3%; GPR55 LPI antagonism: -1%; NOD1 NF-kB reporter: 4%; MgcRacGAP inhibition: 13%

What do the screens show for `CCOC(=O)C1(CCOc2ccccc2)CCN(Cc2cccc(OC)c2OC)CC1`?
SV40 large T antigen: 0%; GPR55 activation: -0.1%; KOR beta-arrestin-1: -21%; HIV peptide binding: -0.1%; NOD2 inhibition: 2%; KOR beta-arrestin-2: -0.6%; GPR55 LPI antagonism: 9%; NOD1 NF-kB reporter: 21%; MgcRacGAP inhibition: 13%

How did CC(=O)NC1(C(F)(F)F)C(=O)Nc2c1c(=O)[nH]c(=O)n2CC(C)C (stereo not drawn) do in these assays?
SV40 large T antigen: 13%; GPR55 activation: 0.3%; KOR beta-arrestin-1: -62%[20 µM]; HIV peptide binding: 1.7%; NOD2 inhibition: 7%; KOR beta-arrestin-2: 1.6%; GPR55 LPI antagonism: -7%; NOD1 NF-kB reporter: -25%; MgcRacGAP inhibition: -4%

Results for COCC(=O)OCC(=O)Nc1ccc(Cl)cc1[N+](=O)[O-] ?
SV40 large T antigen: 2%; GPR55 activation: 0.2%; KOR beta-arrestin-1: -26%; HIV peptide binding: -1.1%; NOD2 inhibition: 14%; KOR beta-arrestin-2: 3.8%; GPR55 LPI antagonism: -6%; NOD1 NF-kB reporter: 21%; MgcRacGAP inhibition: -2%

Results for CC(Nc1ccc(Br)cc1)C(=O)N/N=C/c1ccccc1OCc1ccccc1 (stereo not drawn) ?
SV40 large T antigen: 6%; GPR55 activation: -0.1%; KOR beta-arrestin-1: 0%; HIV peptide binding: 0.0%; NOD2 inhibition: -11%; KOR beta-arrestin-2: -2.5%; GPR55 LPI antagonism: 7%; NOD1 NF-kB reporter: 9%; MgcRacGAP inhibition: -1%

What do the screens show for `CC(C(=O)Nc1cc(C(F)(F)F)ccc1N1CCOCC1)N1C(=O)C2CC=CCC2C1=O` (stereo not drawn)?
SV40 large T antigen: 7%; GPR55 activation: -0.3%; KOR beta-arrestin-1: 11%; HIV peptide binding: -1.3%; NOD2 inhibition: -3%; KOR beta-arrestin-2: 2.0%; GPR55 LPI antagonism: 5%; NOD1 NF-kB reporter: 2%; MgcRacGAP inhibition: 1%

Results for CCOc1cccc2cc(C(=O)NCc3cccnc3)c(=O)oc12 ?
SV40 large T antigen: 3%; GPR55 activation: -0.1%; KOR beta-arrestin-1: -31%; HIV peptide binding: 0.3%; NOD2 inhibition: -4%; KOR beta-arrestin-2: 0.9%; GPR55 LPI antagonism: -8%; NOD1 NF-kB reporter: -14%; MgcRacGAP inhibition: 10%

Results for Cc1oc(-c2ccccc2Cl)nc1CSCC(=O)NC1CC1 ?
SV40 large T antigen: 7%; GPR55 activation: 0.0%; KOR beta-arrestin-1: -23%; HIV peptide binding: -2.2%; NOD2 inhibition: 13%; KOR beta-arrestin-2: 0.1%; GPR55 LPI antagonism: 8%; NOD1 NF-kB reporter: -1%; MgcRacGAP inhibition: 4%
